KinaseGlo FLuc: blocks Kinase-Glo luciferase, a counter-screen artifact. Potency, µM (doses to about 38.3 µM), inactives show at the highest dose activity change, negative = inhibition, most hits filed as inhibitors. Kinase-Glo luciferase, ATP luminescence, 8 min. 200,000 compounds, 0.28% hits; note: % is set by controls: 0 for no effect and ±100 for the full control effect; nearly all actives have a fitted effect of over 60% in size
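Kinase-Glo luciferase light output from ATP and luciferin was measured with 10 uM ATP, within the enzyme's linear range. Buffer: 50 mM imidazole pH 7.2, 50 mM KCl, 7 mM MgCl2, 0.01% Tween 20, 0.05% BSA; luminescence read after 8 min at ambient temperature.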
Tau ThT inhib: inhibitors of human tau fibril formation, thioflavin T binding | 270,000 compounds, 2.1% hits | Potency, µM (doses to about 57.4 µM), without a hit: top-dose activity, negative = inhibition, most hits filed as inhibitors | recombinant tau K18 P301L, heparin-induced fibrillization, ThT fluorescence | AID 1460 | P10636; note: % is set by controls: 0 for no effect and ±100 for the full control effect; nearly all actives have a fitted effect of over 55% in size
Target sequence (P10636 561-689 P618L limits assumed): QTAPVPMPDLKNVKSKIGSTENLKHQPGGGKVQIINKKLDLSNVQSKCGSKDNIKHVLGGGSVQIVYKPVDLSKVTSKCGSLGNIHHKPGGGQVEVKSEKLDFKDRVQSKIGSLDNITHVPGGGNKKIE
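Fibril formation assay: tau K18 P301L at 15 uM with trace Alexa 594 label, heparin inducer 20 uM, pH 7 sodium acetate buffer, 37 C for 6 hr; endpoint ThT signal.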
JMJD2E inh: blocks human JMJD2E demethylase activity | B2RXH2 | JMJD2E catalytic domain, FDH-coupled NADH fluorescence (FDH is formaldehyde dehydrogenase) | Potency, µM (top dose mostly 57.1 µM), for the others: at the top dose activity change, negative = inhibition, hits mostly inhibitors | 230,000 compounds, 1.6% hits | AID 2147; active = well fitted inhibition curve with a large enough effect, not every such curve was filed as active; inconclusive = small, poorly fitted or top-dose-only effect, or another doubt; inactive = no such curve, though single readings can be large or run the other way;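 note: 0% = wells with enzyme and -100% = buffer wells without enzyme; nearly all actives have a fitted effect of over 50% in size; many of its hits are not listed in these tables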
ALDH1A1 block: blocks purified human ALDH1A1 activity; AID 1030; Potency, µM (series often up to 75.3 µM), inactives show top-dose activity, negative = inhibition, hits mostly inhibitors; Purified ALDH1A1, NADH fluorescence, propionaldehyde substrate; 220,000 compounds, 7.3% hits; P00352; active = well fitted inhibition curve with a large enough effect, not every such curve was filed as active; inconclusive = small, poorly fitted or top-dose-only effect, or another doubt; inactive = no such curve, though single readings can be large or run the other way;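 note: plate controls were no enzyme wells and a reference inhibitor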
Lamin A splicing: LMNA splicing modulation; HeLa LMNA splicing GFP/RFP minigene ratio, 48 h; AID 1487; 200,000 compounds, 0.01% hits; Potency, µM (doses to about 46.1 µM), for inactives: at the top dose ratio change, negative = inhibition, actives largely listed as inhibitors; active = well fitted inhibition curve with a large enough effect in the signal ratio, with a control signal flat, not every such curve was filed as active; inconclusive = small, poorly fitted or top-dose-only effect, or effect the other way, or a change in a side signal; the % refers to the signal ratio; note: % is set by controls: 0 for no effect and ±100 for the full control effect
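S3 HeLa cells stably expressing lamin A-EGFP splicing minigene plus DsRed2, 600 cells/well, 48 h compound exposure at 37C. Laser-scanning cytometry; analysed as GFP (500-530 nm)/RFP (575-640 nm) total intensity ratio; 0.5% DMSO vehicle.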
RECQ1 inh: blocks DNA unwinding by human RECQ1. AID 2549. Potency, µM (doses to about 57.3 µM), without a hit: top-dose activity, negative = inhibition, usual class: inhibitors. RECQ1 DNA unwinding, red fluorescence kinetic read. P46063. 240,000 compounds, 0.54% hits;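 note: plate controls were vehicle for no effect and no enzyme for full effect; nearly all actives have a fitted effect of over 30% in size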
Target sequence (P46063 whole entry, looked up): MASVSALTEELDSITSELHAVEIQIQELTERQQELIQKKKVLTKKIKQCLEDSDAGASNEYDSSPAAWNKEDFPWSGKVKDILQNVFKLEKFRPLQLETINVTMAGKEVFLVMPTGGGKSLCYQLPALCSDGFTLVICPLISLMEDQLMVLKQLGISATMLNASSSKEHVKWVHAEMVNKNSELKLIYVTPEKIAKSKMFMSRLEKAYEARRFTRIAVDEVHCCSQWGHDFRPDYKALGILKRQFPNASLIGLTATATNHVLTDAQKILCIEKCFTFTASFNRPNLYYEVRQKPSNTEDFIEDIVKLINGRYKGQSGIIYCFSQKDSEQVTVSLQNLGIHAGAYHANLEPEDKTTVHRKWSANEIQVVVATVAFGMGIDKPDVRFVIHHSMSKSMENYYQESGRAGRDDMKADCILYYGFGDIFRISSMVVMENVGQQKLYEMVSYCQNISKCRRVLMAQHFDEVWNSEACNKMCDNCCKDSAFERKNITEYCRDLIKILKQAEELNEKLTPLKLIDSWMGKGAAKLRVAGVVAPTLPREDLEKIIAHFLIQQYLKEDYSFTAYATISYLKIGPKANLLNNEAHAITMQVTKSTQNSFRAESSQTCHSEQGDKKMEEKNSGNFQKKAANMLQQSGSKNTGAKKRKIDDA
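RECQ1T1 50 nM; forked duplex (20 bp + 30-nt ss tails) 200 nM, ATP 2 mM final; pH 8.0, 2 mM MgCl2, 2.5 ug/ml poly(dI-dC); 15 min compound preincubation; discontinuous kinetic read over 2 h at RT.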
L3MBTL1 block: L3MBTL1 (human) inhibition; 230,000 compounds, 0.66% hits; Potency, µM (highest dose often 57.1 µM), without a hit: at the highest dose activity, negative = inhibition, hits mostly inhibitors; AlphaScreen L3MBTL1–H3K9me1 peptide binding; note: % is set by controls: 0 for no effect and ±100 for the full control effect; nearly all actives have a fitted effect of over 60% in size
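AlphaScreen proximity signal between nickel-chelate acceptor and streptavidin donor beads (final 10 ug/mL) reports binding of 50 nM L3MBTL1 to 75 nM biotin-H3 K9me1 peptide; complex incubated with compounds 30 min at room temperature; cefsulodin titration as control.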
SMN2 splice up: SMN2 splice variant enhancement. Potency, µM (highest dose often 46.1 µM), inactives show at the top dose activity change, positive = activation, hits mostly activators. 210,000 compounds, 2.8% hits. HEK293 SMN2-luciferase splicing reporter, luminescence, 30-36 h; note: % of control where 0% means no effect; nearly all actives have a fitted effect of over 55% in size
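qHTS luciferase splicing reporter: luminescence rises when SMN2 exon 7 is included in transfected HEK293 cells. Compound exposure lasted 30-36 h at 37C, with 4.5 mM final sodium butyrate as control, followed by a ONE-Glo read.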
* marks the source's active call; other numbers are inactive results; [ ] = dose if it differs, or a comment. Unless noted, calls come from the whole dose curve; as a rule, active = well fitted curve in the direction sought with a large enough effect; inconclusive = small, poorly fitted or top-dose-only effect, or another doubt; inactive = no such curve, though single readings can be large; an effect the other way counts as inactive or inconclusive. Potency is the fitted concentration of half-maximal effect.

How did CC(=O)[C@@H]1[C@H]2[C@H](C(=O)[C@H]3OC[C@@H]2O3)[C@H]2C=Cc3ccccc3N21 do in these assays?
KinaseGlo FLuc: inconclusive; Tau ThT inhib: 16µM*; JMJD2E inh: 13µM*; ALDH1A1 block: 25µM*; RECQ1 inh: 32µM*

How did CN(C)S(=O)(=O)c1cccc(NC(=S)N/N=C/C(c2ccccc2)c2ccccc2)c1 do in these assays?
KinaseGlo FLuc: -1%; Tau ThT inhib: -7%; JMJD2E inh: inconclusive; ALDH1A1 block: 10µM*; Lamin A splicing: -10%; RECQ1 inh: inactive; L3MBTL1 block: -6%; SMN2 splice up: 8%

What do the screens show for `Cc1cccc(NC(=S)NNC(=O)c2cccc([N+](=O)[O-])c2)c1`?
Tau ThT inhib: inconclusive; JMJD2E inh: 4%; RECQ1 inh: -4%; L3MBTL1 block: -10%

What do the screens show for `CNC1=C([N+](=O)[O-])CC([N+](=O)[O-])=C(N2CCNCC2)N1C`?
KinaseGlo FLuc: -1%; Tau ThT inhib: -14%; JMJD2E inh: -2%; ALDH1A1 block: -13%; Lamin A splicing: -5%[9.22 µM]; RECQ1 inh: 0%; L3MBTL1 block: 15%; SMN2 splice up: 6%

Results for Fc1cccc(/C=C2\CCCC3=C2NC(=S)NC3c2cccc(F)c2)c1 (stereo not given) ?
Tau ThT inhib: inconclusive; JMJD2E inh: -7%; ALDH1A1 block: 0.79µM*; RECQ1 inh: -11%; L3MBTL1 block: -23%

What do the screens show for `CC(C)C(C(=O)O)N1C(=O)/C(=C/C=C/c2ccco2)SC1=S` (stereo not given)?
KinaseGlo FLuc: -24%; Tau ThT inhib: 13µM*; JMJD2E inh: inconclusive; ALDH1A1 block: inconclusive; Lamin A splicing: inconclusive; RECQ1 inh: inconclusive; L3MBTL1 block: 1.8µM*; SMN2 splice up: -18%

What do the screens show for `OC(COc1ccc2ccccc2c1Br)Cn1ccnc1` (stereo not given)?
KinaseGlo FLuc: 2%; Tau ThT inhib: inconclusive; JMJD2E inh: 11%; ALDH1A1 block: -1%; Lamin A splicing: inconclusive; RECQ1 inh: 5%; SMN2 splice up: 1%

Results for Cn1c(S(=O)(=O)Cc2ccc(Cl)cc2)nc2ccccc21 ?
KinaseGlo FLuc: -6%; Tau ThT inhib: -18%; JMJD2E inh: -18%; ALDH1A1 block: 7%; Lamin A splicing: inconclusive; RECQ1 inh: -7%; L3MBTL1 block: -3%

What do the screens show for `C=CCNc1oc(Cc2cccc3ccccc23)nc1C#N`?
KinaseGlo FLuc: -2%; Tau ThT inhib: -25%; JMJD2E inh: -18%; ALDH1A1 block: inconclusive; Lamin A splicing: -7%; RECQ1 inh: -12%; SMN2 splice up: -89%[inhibitor]

What do the screens show for `CCOc1ccc(C(=O)Nc2ccc(NC(=O)c3cccs3)cc2)cc1[N+](=O)[O-]`?
KinaseGlo FLuc: 0%; Tau ThT inhib: inconclusive; JMJD2E inh: 3%; ALDH1A1 block: 20%; Lamin A splicing: -11%; RECQ1 inh: -3%; L3MBTL1 block: inconclusive; SMN2 splice up: 24%

How did S=c1nc(-c2ccccc2Br)[nH][nH]1 do in these assays?
KinaseGlo FLuc: 2%; Tau ThT inhib: -2%; JMJD2E inh: 14µM*; ALDH1A1 block: 10µM*; Lamin A splicing: -3%; RECQ1 inh: inactive; L3MBTL1 block: -16%; SMN2 splice up: 5%

Results for Cc1ccc(S(=O)(=O)N(CC(O)CN2CCCC2)c2ccccc2)cc1 (stereo not given) ?
KinaseGlo FLuc: -4%; Tau ThT inhib: -11%; JMJD2E inh: -8%; ALDH1A1 block: 1%; Lamin A splicing: 8%; RECQ1 inh: -1%; L3MBTL1 block: -1%; SMN2 splice up: 5%

How did Cc1ccc(NC(=O)C(=Cc2ccc(C(=O)O)cc2)C(=O)Nc2ccc(C)cc2C)c(C)c1 do in these assays?
Tau ThT inhib: inconclusive; JMJD2E inh: 4%; RECQ1 inh: -4%; L3MBTL1 block: 0%

Results for Cc1cc(C)[n+]2[nH]c(N)c(N=Nc3ccccc3)c2n1 ?
Tau ThT inhib: 16µM*; JMJD2E inh: -9%; RECQ1 inh: inactive; L3MBTL1 block: -19%

What do the screens show for `C=CCn1c(=NC(=O)c2ccc(S(=O)(=O)N3CCCc4ccccc43)cc2)sc2cc(S(N)(=O)=O)ccc21`?
KinaseGlo FLuc: 1%; Tau ThT inhib: 16%; JMJD2E inh: 0%; ALDH1A1 block: 7%; Lamin A splicing: inconclusive; RECQ1 inh: -2%; L3MBTL1 block: -7%; SMN2 splice up: -10%

How did COc1ccc(-n2cccc2C=O)cc1OC do in these assays?
KinaseGlo FLuc: -4%; Tau ThT inhib: -5%; JMJD2E inh: -8%; ALDH1A1 block: -1%; Lamin A splicing: 9%; RECQ1 inh: -5%; L3MBTL1 block: inconclusive; SMN2 splice up: -8%

Results for Cc1cccc(C)c1Nc1nnc(SC/C(O)=C(\C#N)c2nc3ccccc3[nH]2)s1 ?
KinaseGlo FLuc: 1%; Tau ThT inhib: inconclusive; JMJD2E inh: inconclusive; ALDH1A1 block: -10%; Lamin A splicing: -2%; RECQ1 inh: -14%; L3MBTL1 block: -11%; SMN2 splice up: 8%

How did O=C(Cn1cnc2ccccc2c1=O)N1CCN(Cc2ccc3c(c2)OCO3)CC1 do in these assays?
KinaseGlo FLuc: 1%; Tau ThT inhib: -9%; JMJD2E inh: -9%; ALDH1A1 block: -3%; Lamin A splicing: -7%; RECQ1 inh: -9%; SMN2 splice up: -22%

How did Cn1c(=O)n(C)c2cc(S(=O)(=O)Nc3cc(Cl)ccc3O)ccc21 do in these assays?
KinaseGlo FLuc: -3%; Tau ThT inhib: inconclusive; JMJD2E inh: 1%; ALDH1A1 block: inconclusive; Lamin A splicing: inconclusive; RECQ1 inh: -3%; L3MBTL1 block: -17%

Results for CCOc1ccc(NC2=C(Cl)C(=O)N(Cc3ccccc3)C2=O)cc1 ?
Tau ThT inhib: -8%; JMJD2E inh: 2%; ALDH1A1 block: 13%; Lamin A splicing: -3%; RECQ1 inh: 0%; L3MBTL1 block: -21%

How did CCOC(=O)C1(CCc2ccccc2)CCN(C(=O)C2CCCO2)CC1 (stereo not given) do in these assays?
Tau ThT inhib: -6%; JMJD2E inh: 2%; ALDH1A1 block: -12%; RECQ1 inh: inconclusive; L3MBTL1 block: 4%

How did Cc1cc(C)n2c(SCc3ccc(Cl)cc3Cl)nnc2n1 do in these assays?
KinaseGlo FLuc: -2%; Tau ThT inhib: 5%; JMJD2E inh: 3%; ALDH1A1 block: -15%; Lamin A splicing: -23%; RECQ1 inh: -2%; L3MBTL1 block: 1%; SMN2 splice up: -13%

What do the screens show for `COc1ccc(N2CCN(c3nc4ccc(C)cn4c(=O)c3C=O)CC2)cc1`?
KinaseGlo FLuc: 0%; Tau ThT inhib: -5%; JMJD2E inh: 9%; ALDH1A1 block: 4%; RECQ1 inh: 6%; L3MBTL1 block: -19%[2.29 µM]; SMN2 splice up: -14%

How did CSc1cccc(NC(=O)CSc2ccc(C)cc2)c1 do in these assays?
KinaseGlo FLuc: -3%; Tau ThT inhib: -10%; JMJD2E inh: 3%; ALDH1A1 block: 6%; Lamin A splicing: 14%; RECQ1 inh: -3%; SMN2 splice up: 6%

How did COc1ccc2[nH]c(=O)c(CN(Cc3cccnc3)C(=O)Nc3ccccc3)cc2c1 do in these assays?
KinaseGlo FLuc: 2%; Tau ThT inhib: 7%; JMJD2E inh: inconclusive; ALDH1A1 block: -5%; Lamin A splicing: -2%; RECQ1 inh: 3%; L3MBTL1 block: 0%; SMN2 splice up: -19%

What do the screens show for `CC(C)SCc1nc2ccccc2[nH]1`?
KinaseGlo FLuc: -5%; Tau ThT inhib: -11%; JMJD2E inh: 9%; ALDH1A1 block: 0%; Lamin A splicing: 3%; RECQ1 inh: inactive; SMN2 splice up: -4%

What do the screens show for `Nc1nc(SCC(=O)c2ccc(Br)s2)n[nH]1`?
KinaseGlo FLuc: 7%; Tau ThT inhib: inconclusive; JMJD2E inh: -15%; ALDH1A1 block: inconclusive; Lamin A splicing: -17%[46 µM]; RECQ1 inh: -4%; L3MBTL1 block: -11%; SMN2 splice up: 11%

How did CC(=O)Nc1ccc2c(c1)nc(CN1CCCC1)n2C do in these assays?
KinaseGlo FLuc: -3%; Tau ThT inhib: 4%; JMJD2E inh: -11%; ALDH1A1 block: 6%; Lamin A splicing: -4%; RECQ1 inh: 10%; SMN2 splice up: -5%

Results for CN(C)C(=O)Nc1ccc(F)cc1F ?
KinaseGlo FLuc: 9%; Tau ThT inhib: -7%; JMJD2E inh: -5%; ALDH1A1 block: 10%; Lamin A splicing: 8%; RECQ1 inh: 12%; SMN2 splice up: -4%

How did CCCCn1c(N(CCOC(C)=O)C(C)=O)nc2ccccc21 do in these assays?
Tau ThT inhib: -8%; JMJD2E inh: -1%; ALDH1A1 block: 3%; Lamin A splicing: inconclusive; RECQ1 inh: inactive; L3MBTL1 block: 7%

Results for COC(c1ccccc1)c1c(-c2ccccc2)nn(C)c1Cl (stereo not given) ?
KinaseGlo FLuc: -3%; Tau ThT inhib: -16%; JMJD2E inh: 0%; ALDH1A1 block: 7%; Lamin A splicing: 1%; RECQ1 inh: -7%; L3MBTL1 block: 19%; SMN2 splice up: -32%[inhibitor]

Results for COC(=O)c1ccc2nc(NC(=O)CSCC(=O)OCC(=O)c3ccccc3)sc2c1 ?
KinaseGlo FLuc: -1%; Tau ThT inhib: -16%; JMJD2E inh: -17%; ALDH1A1 block: inconclusive; Lamin A splicing: -8%; RECQ1 inh: -7%; L3MBTL1 block: 1%; SMN2 splice up: 2%

Compound activity: PubChem BioAssay, National Center for Advancing Translational Sciences (NCATS)

Not all compounds are listed (hit frequency here may not be typical).
